Assay outcomes deposited in PubChem BioAssay by The Scripps Research Institute Molecular Screening Center.
pPAFAH FP inh = pPAFAH (human) enzyme inhibition | Q13093 | recombinant pPAFAH, FP-rhodamine probe fluorescence polarization | inhibition, % at 3.39 µM | actives 1.5% (n = 330,000) | AID 463082;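 active means inhibition above the mean inhibition across the screen plus 3 SD, cut at about 25% in these data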;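 further: inhibitors block binding of the rhodamine activity-based probe so polarization drops; 0% = enzyme with DMSO and 100% = wells lacking pPAFAH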
Target sequence (Q13093 whole entry, looked up): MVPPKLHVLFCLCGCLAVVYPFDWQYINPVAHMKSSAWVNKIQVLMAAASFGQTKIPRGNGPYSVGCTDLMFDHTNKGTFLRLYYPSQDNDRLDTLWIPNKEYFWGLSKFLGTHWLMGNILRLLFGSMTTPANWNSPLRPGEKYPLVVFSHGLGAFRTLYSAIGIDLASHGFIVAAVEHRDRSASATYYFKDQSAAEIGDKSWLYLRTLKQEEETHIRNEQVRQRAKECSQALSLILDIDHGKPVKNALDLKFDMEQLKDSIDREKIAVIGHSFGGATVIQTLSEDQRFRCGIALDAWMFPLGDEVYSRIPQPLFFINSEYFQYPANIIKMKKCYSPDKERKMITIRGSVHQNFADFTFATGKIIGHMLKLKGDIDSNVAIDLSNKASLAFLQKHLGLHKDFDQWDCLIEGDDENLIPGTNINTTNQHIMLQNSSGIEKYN
PAD4 inh = PAD4 (human) enzyme inhibition; Q9UM07; recombinant PAD4, RCA probe fluorescence polarization; inhibition, % at 6.36 µM; actives 0.41% (n = 330,000);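 active means percent inhibition above a cutoff equal to the mean of all tested compounds plus 3 SD, cut at about 15% in these data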;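 further: 0% = PAD4 with RCA probe and DMSO and 100% = probe without PAD4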
GSTO1 inh = blocks human GSTO1 in RBBP9 counter-screen | recombinant GSTO1, activity-based probe fluorescence polarization | inhibition, % at 5.96 µM | actives 1.1% (n = 300,000) | AID 1974;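 active means inhibition above the campaign mean inhibition plus 3 SD, cut at about 35% in these data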;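 further: 0% = GSTO1-1 with DMSO and 100% = wells lacking GSTO1-1 enzyme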
Target sequence (P78417 whole entry, looked up): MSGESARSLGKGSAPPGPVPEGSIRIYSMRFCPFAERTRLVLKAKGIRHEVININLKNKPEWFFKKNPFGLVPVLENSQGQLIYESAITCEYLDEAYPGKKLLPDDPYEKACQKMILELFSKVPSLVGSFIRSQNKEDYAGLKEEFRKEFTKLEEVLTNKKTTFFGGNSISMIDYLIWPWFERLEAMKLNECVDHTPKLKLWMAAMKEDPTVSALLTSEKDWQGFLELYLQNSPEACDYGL
PAFAH1B2 FP inh = blocks human PAF acetylhydrolase 1b catalytic subunit 2. recombinant PAFAH1B2, FP-rhodamine activity probe, fluorescence polarization. inhibition, % at 3.39 µM. actives 1.2% (n = 340,000). AID 492953;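 active means inhibition above the mean of all tested compounds plus 3 SD, cut at about 24% in these data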;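 further: 0% = enzyme with DMSO and 100% = wells lacking PAFAH1B2; many of its hits are not listed in these tables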
PREPL inh = human PREPL enzyme inhibition; Q4J6C6; actives 0.68% (n = 320,000); inhibition, % at 5.96 µM; recombinant PREPL, fluorescence polarization activity-based probe; in the data active means inhibition above about 43%;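 further: 0% = enzyme with DMSO and 100% = wells lacking enzyme; many of its hits are not listed in these tables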
PAFAH2 inh = PAFAH2 (human) inhibition. Q99487. recombinant PAFAH2, FP-rhodamine activity probe, fluorescence polarization. inhibition, % at 3.39 µM. actives 0.99% (n = 340,000);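 active means inhibition above the mean over all tested compounds plus 3 SD, cut at about 30% in these data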;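 further: inhibitors block probe labeling of enzyme so polarization drops; 0% = enzyme with DMSO and 100% = wells lacking PAFAH2 protein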
LYPLA2 counter = LYPLA2 (human) inhibition in PME1 counter-screen; AID 2177; recombinant LYPLA2, FP-Rh probe fluorescence polarization; O95372; actives 0.38% (n = 320,000); inhibition, % at 5.9 µM;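 active means inhibition above the screen-wide mean plus 3 SD, limit set per campaign, cut at about 26% in these data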;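 further: 0% = LYPLA2 with DMSO and 100% = wells lacking LYPLA2 enzyme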
Target sequence (O95372 whole entry, looked up): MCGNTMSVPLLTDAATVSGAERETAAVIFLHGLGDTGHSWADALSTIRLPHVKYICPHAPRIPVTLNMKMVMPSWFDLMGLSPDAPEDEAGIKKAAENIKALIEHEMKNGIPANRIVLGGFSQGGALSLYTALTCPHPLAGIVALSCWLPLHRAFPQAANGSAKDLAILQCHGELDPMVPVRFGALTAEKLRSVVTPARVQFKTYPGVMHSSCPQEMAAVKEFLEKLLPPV
PAFAH1B3 FP inh = blocks human PAF acetylhydrolase 1B catalytic subunit 3; Q15102; recombinant PAFAH1B3, FP-rhodamine probe, fluorescence polarization; inhibition, % at 3.39 µM; actives 0.28% (n = 340,000);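 active means inhibition above the screen-wide average of all tested compounds plus 3 SD, cut at about 25% in these data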;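 further: 0% = enzyme with DMSO only and 100% = wells lacking PAFAH1B3 protein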
LYPLA1 counter = blocks human lysophospholipase 1, a PME1 counter-screen | actives 0.16% (n = 320,000) | recombinant LYPLA1, FP-Rh probe fluorescence polarization | inhibition, % at 5.9 µM;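 active means inhibition above the mean of all tested compounds plus 3 SD, set per campaign, cut at about 14% in these data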;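 further: inhibitors block serine hydrolase probe labeling of LYPLA1 so polarization falls; 0% = enzyme with DMSO and 100% = wells lacking LYPLA1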
* marks the source's active call; other numbers are inactive results. Some of the compounds tested, so the mix of outcomes need not match the whole.

For COc1ccc(C(=O)N/C(=C\c2cn(C)c3ccccc23)C(=O)NCCCN2CCOCC2)cc1OC the results were pPAFAH FP inh 2, PAD4 inh -2, GSTO1 inh 1, PAFAH1B2 FP inh 0, PREPL inh 12, PAFAH2 inh 1, LYPLA2 counter 1, PAFAH1B3 FP inh 8 and LYPLA1 counter 1.
For C[C@H](CO)N1C[C@H](C)[C@@H](CN(C)C(=O)NC2CCCCC2)Oc2c(NS(=O)(=O)c3ccccc3)cccc2C1=O the results were pPAFAH FP inh -6, PAD4 inh -3, PAFAH1B2 FP inh 3, PREPL inh 5, PAFAH2 inh -13 and PAFAH1B3 FP inh -2.
For CCCC(=O)Nc1cc(S(=O)(=O)N2CCCCC2)ccc1N1CCOCC1 the results were pPAFAH FP inh 5, PAD4 inh 6, PAFAH1B2 FP inh 6, PREPL inh 1, PAFAH2 inh 13, LYPLA2 counter 0, PAFAH1B3 FP inh 9 and LYPLA1 counter 0.
O=C1c2cccnc2C(Nc2ccc(Cl)cc2)N1Cc1cccs1 (stereo unspecified) was read as pPAFAH FP inh 2, PAD4 inh 1, GSTO1 inh 7, PAFAH1B2 FP inh 2, PREPL inh -22, PAFAH2 inh -4, LYPLA2 counter 3, PAFAH1B3 FP inh -1 and LYPLA1 counter 5.
CC(/C=N/NC(=O)c1cc(-c2ccc(C)o2)[nH]n1)=C\c1ccccc1 was read as pPAFAH FP inh -4, PAD4 inh -11, GSTO1 inh -7, PAFAH1B2 FP inh -4, PREPL inh 3, PAFAH2 inh -9, LYPLA2 counter -12, PAFAH1B3 FP inh -5 and LYPLA1 counter -8.
For CC1(CC(=O)N/N=C/c2ccc(-c3ccc(C(=O)O)cc3)o2)OCCO1 the results were pPAFAH FP inh -1, PAD4 inh -2, GSTO1 inh 13, PAFAH1B2 FP inh -3, PREPL inh 1, PAFAH2 inh -5, LYPLA2 counter 4, PAFAH1B3 FP inh 5 and LYPLA1 counter 2.
Screening CCOc1cc(C2CC(=O)N3CN(C4CCCCC4)CSC3=C2C#N)ccc1O (stereo unspecified) returned pPAFAH FP inh -1, PAD4 inh -7, GSTO1 inh 13, PAFAH1B2 FP inh 4, PREPL inh 1, PAFAH2 inh 8, LYPLA2 counter -5, PAFAH1B3 FP inh -3 and LYPLA1 counter 0.
Screening CC(C)Cn1c(SCC(=O)N(C)C2CCS(=O)(=O)C2)nc2cc(Cl)ccc2c1=O (stereo unspecified) returned pPAFAH FP inh 2, PAD4 inh -1, GSTO1 inh 11, PAFAH1B2 FP inh -3, PREPL inh 14, PAFAH2 inh 4, LYPLA2 counter 1, PAFAH1B3 FP inh 2 and LYPLA1 counter 1.
`O=C(O)C1CCCN1c1ncnc2ccccc12` (stereo unspecified) gave pPAFAH FP inh 1, PAD4 inh -1, GSTO1 inh -2, PAFAH1B2 FP inh 5, PREPL inh -2, PAFAH2 inh 8, LYPLA2 counter -3, PAFAH1B3 FP inh 1 and LYPLA1 counter 0.
`Cc1ccc(-n2c(SCc3ccc(C(=O)O)cc3)nnc2-c2ccncc2)cc1` gave pPAFAH FP inh 7, PAD4 inh -7, GSTO1 inh 5, PAFAH1B2 FP inh 2, PREPL inh -2, PAFAH2 inh 6, LYPLA2 counter 0, PAFAH1B3 FP inh 6 and LYPLA1 counter -3.
O=C(CCNC(=O)N1CC(=O)Nc2ccccc21)Nc1ccc(Cl)cc1 was read as pPAFAH FP inh -4, PAD4 inh -4, GSTO1 inh 1, PAFAH1B2 FP inh 1, PREPL inh -6, PAFAH2 inh -6, LYPLA2 counter -1, PAFAH1B3 FP inh 0 and LYPLA1 counter -1.
For CCN(Cc1ccccc1)C(=O)C(=O)c1cn(CC(=O)N2CCCC2)c2ccccc12 the results were pPAFAH FP inh 3, PAD4 inh 1, GSTO1 inh -2, PAFAH1B2 FP inh 7, PREPL inh 1, PAFAH2 inh 3, LYPLA2 counter 8, PAFAH1B3 FP inh 0 and LYPLA1 counter 2.
For Cc1ccc(N2C(=S)N=C(Nc3ccccc3C)C23CCOC(C)(C)C3)cc1 (stereo unspecified) the results were pPAFAH FP inh -1, PAD4 inh -1, GSTO1 inh 6, PAFAH1B2 FP inh 2, PREPL inh 4, PAFAH2 inh -2, LYPLA2 counter 3, PAFAH1B3 FP inh 2 and LYPLA1 counter 0.
`COc1cc(OC)cc(C(=O)NNC(=O)CCNC(=O)c2ccc(Br)cc2)c1` gave pPAFAH FP inh -3, PAD4 inh -4, PAFAH1B2 FP inh 6, PREPL inh 11, PAFAH2 inh 2 and PAFAH1B3 FP inh 9.
Screening O=C(Nc1nc2c(s1)CCCC2)Oc1ccccc1 returned pPAFAH FP inh -8, PAD4 inh 1, GSTO1 inh 5, PAFAH1B2 FP inh 2, PREPL inh -5, PAFAH2 inh -1, LYPLA2 counter -1, PAFAH1B3 FP inh 3 and LYPLA1 counter -1.
Screening COc1ccc(/C=C/C(=O)NC(=S)NNC(=O)c2cnccn2)cc1 returned pPAFAH FP inh 4, PAD4 inh 1, GSTO1 inh 6, PAFAH1B2 FP inh 1, PREPL inh 4, PAFAH2 inh 7, LYPLA2 counter 1, PAFAH1B3 FP inh 13 and LYPLA1 counter 1.
COc1ccc(N(CC(=O)NCCSc2ccccn2)S(=O)(=O)c2ccc(C)cc2)cc1OC was read as pPAFAH FP inh 6, PAD4 inh -3, GSTO1 inh 5, PAFAH1B2 FP inh 5, PREPL inh 3, PAFAH2 inh -4, LYPLA2 counter 2, PAFAH1B3 FP inh 3 and LYPLA1 counter 2.
Screening CCOc1ccc(NC(=O)C2CCCN2C(=O)OCc2ccccc2)cc1 (stereo unspecified) returned pPAFAH FP inh 2, PAD4 inh -7, GSTO1 inh -6, PAFAH1B2 FP inh 1, PREPL inh -4, PAFAH2 inh -12, LYPLA2 counter -3, PAFAH1B3 FP inh 1 and LYPLA1 counter 1.
COc1ccc(N(CC(=O)Nc2ccc(C(N)=O)cc2)S(=O)(=O)c2ccc(C)c([N+](=O)[O-])c2)cc1 was read as pPAFAH FP inh 0, PAD4 inh -4, GSTO1 inh -1, PAFAH1B2 FP inh 7, PREPL inh -16, PAFAH2 inh -1, LYPLA2 counter -3, PAFAH1B3 FP inh 7 and LYPLA1 counter -3.
Screening Cc1cc(C)nc(/N=C(\N)C2=C(O)CC(C)(C)CC2=O)n1 returned pPAFAH FP inh 5, PAD4 inh -3, GSTO1 inh 0, PAFAH1B2 FP inh 7, PREPL inh 3, PAFAH2 inh 2, LYPLA2 counter 12, PAFAH1B3 FP inh 5 and LYPLA1 counter 1.
O=C(NC1CCN(c2ncccn2)CC1)c1ccccc1Cl was read as pPAFAH FP inh 3, PAD4 inh -2, GSTO1 inh 2, PAFAH1B2 FP inh 6, PREPL inh 7, PAFAH2 inh -1, LYPLA2 counter 1, PAFAH1B3 FP inh 3 and LYPLA1 counter 0.
Screening CC(C)c1ccccc1NC(=O)COC(=O)c1cc([N+](=O)[O-])ccc1N1CCOCC1 returned pPAFAH FP inh 5, PAD4 inh -5, GSTO1 inh -8, PAFAH1B2 FP inh -3, PREPL inh 3, PAFAH2 inh 0, LYPLA2 counter 5, PAFAH1B3 FP inh 11 and LYPLA1 counter -1.
`Cn1nnc2cc(C(=O)NC(C)(C)C)ccc21` gave pPAFAH FP inh 2, PAD4 inh -3, GSTO1 inh 1, PAFAH1B2 FP inh 6, PREPL inh 2, PAFAH2 inh 6, LYPLA2 counter 6, PAFAH1B3 FP inh 4 and LYPLA1 counter 5.
Screening Cc1cccc(N(C(=O)C(F)(F)F)C(C(=O)NC2CCCCC2)c2cccs2)c1 (stereo unspecified) returned pPAFAH FP inh 6, PAD4 inh -3, GSTO1 inh -3, PAFAH1B2 FP inh 7, PREPL inh 6, PAFAH2 inh -1, LYPLA2 counter 6, PAFAH1B3 FP inh 2 and LYPLA1 counter 1.
Screening COc1cc(OC)c(NS(=O)(=O)c2cc(C(=O)OC(C)C(=O)NC3CC3)c(Cl)cc2Cl)cc1Cl (stereo unspecified) returned pPAFAH FP inh 2, PAD4 inh -2, GSTO1 inh 46*, PAFAH1B2 FP inh 4, PREPL inh 11, PAFAH2 inh 7, LYPLA2 counter 4, PAFAH1B3 FP inh 7 and LYPLA1 counter -3.
Cc1ccc(S(=O)(=O)N2CCCCC2C(=O)Nc2ccc(N(C)C)cc2)cc1 (stereo unspecified) was read as pPAFAH FP inh 5, PAD4 inh 0, PAFAH1B2 FP inh 5, PREPL inh 0, PAFAH2 inh 6 and PAFAH1B3 FP inh 7.
For Cc1ccc(S(=O)(=O)NNC(=O)c2cccs2)c(C)c1 the results were pPAFAH FP inh 2, PAD4 inh 2, GSTO1 inh -3, PAFAH1B2 FP inh 0, PREPL inh 0, PAFAH2 inh 1, LYPLA2 counter -4, PAFAH1B3 FP inh 12 and LYPLA1 counter 1.
`O=C(c1cccc(Br)c1)N1CCN(S(=O)(=O)N2CCOCC2)CC1` gave pPAFAH FP inh -1, PAD4 inh -7, GSTO1 inh -2, PAFAH1B2 FP inh 5, PREPL inh 4, PAFAH2 inh 2, LYPLA2 counter -7, PAFAH1B3 FP inh -3 and LYPLA1 counter -1.
For O=C1CCCC2=C1C1c3ccccc3C(=O)N1c1ccc(C(=O)c3ccccc3)cc1N2 (stereo unspecified) the results were pPAFAH FP inh 21, PAD4 inh -6, GSTO1 inh -13, PAFAH1B2 FP inh -4, PREPL inh 11, PAFAH2 inh -1, LYPLA2 counter -1, PAFAH1B3 FP inh 6 and LYPLA1 counter -12.
For O=C(NC1CCCCCC1)c1ccc(CS(=O)(=O)Cc2ccccc2F)o1 the results were pPAFAH FP inh 23, PAD4 inh -7, GSTO1 inh -3, PAFAH1B2 FP inh 8, PREPL inh -3, PAFAH2 inh -1, LYPLA2 counter -3, PAFAH1B3 FP inh 2 and LYPLA1 counter -2.
`COc1cccc(CC(NC(C)=O)C(=O)NC2CCN(S(=O)(=O)c3ccc(NC(C)=O)cc3)CC2)c1` (stereo unspecified) gave pPAFAH FP inh 1, PAD4 inh -6, GSTO1 inh -4, PAFAH1B2 FP inh -3, PREPL inh 0, PAFAH2 inh 5, LYPLA2 counter 2, PAFAH1B3 FP inh 6 and LYPLA1 counter -4.
For Cc1ccc(NC(=O)CN(C)CC(=O)Nc2ccc(N3CCOCC3)cc2)c([N+](=O)[O-])c1 the results were pPAFAH FP inh 22, PAD4 inh -1, GSTO1 inh 0, PAFAH1B2 FP inh 1, PREPL inh 18, PAFAH2 inh 2, LYPLA2 counter 1, PAFAH1B3 FP inh -3 and LYPLA1 counter 5.
CC1CN(c2nc3ccccc3cc2-c2ccccc2)CC(C)O1 (stereo unspecified) was read as pPAFAH FP inh 9, PAD4 inh -1, GSTO1 inh 2, PAFAH1B2 FP inh 4, PREPL inh 4, PAFAH2 inh -1, LYPLA2 counter 2, PAFAH1B3 FP inh 0 and LYPLA1 counter 0.
Screening COc1ccc(CN(C)C(=O)/C=C/c2ccc(S(=O)(=O)N3CCCCCC3)cc2)cc1 returned pPAFAH FP inh 9, PAD4 inh -2, PAFAH1B2 FP inh 0, PREPL inh 7, PAFAH2 inh -5, LYPLA2 counter 2, PAFAH1B3 FP inh 2 and LYPLA1 counter -4.
